12-LOX inh – ALOX12 (human) lipoxygenase inhibition | P18054 | purified 12hLO, xylenol orange hydroperoxide absorbance | Potency, µM (titrated, usually from 108 µM), without a hit: top-dose activity change, negative = inhibition, usual class: inhibitors | hit rate 1.1% among 580,000; also: % is scaled to controls: 0 for no effect and ±100 for the full control effect
Target sequence (P18054 whole entry, looked up): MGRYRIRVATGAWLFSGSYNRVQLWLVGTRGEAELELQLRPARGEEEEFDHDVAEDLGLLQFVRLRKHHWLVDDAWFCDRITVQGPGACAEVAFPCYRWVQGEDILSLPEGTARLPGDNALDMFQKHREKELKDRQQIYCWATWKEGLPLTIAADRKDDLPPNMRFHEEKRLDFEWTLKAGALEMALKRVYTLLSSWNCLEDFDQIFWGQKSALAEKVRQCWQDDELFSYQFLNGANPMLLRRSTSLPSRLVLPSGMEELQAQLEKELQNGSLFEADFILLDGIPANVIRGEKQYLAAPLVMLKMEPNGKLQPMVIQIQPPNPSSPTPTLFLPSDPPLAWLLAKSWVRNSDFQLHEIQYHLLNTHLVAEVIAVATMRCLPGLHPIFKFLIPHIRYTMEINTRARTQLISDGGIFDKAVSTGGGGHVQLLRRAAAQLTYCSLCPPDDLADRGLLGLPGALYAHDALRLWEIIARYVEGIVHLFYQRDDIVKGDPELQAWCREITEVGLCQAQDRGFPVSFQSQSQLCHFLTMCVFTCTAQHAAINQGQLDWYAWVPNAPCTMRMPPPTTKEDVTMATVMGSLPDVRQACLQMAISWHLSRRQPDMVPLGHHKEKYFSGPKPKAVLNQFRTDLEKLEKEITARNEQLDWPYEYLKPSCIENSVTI
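Purified human 12hLO at 150 nM in 25 mM Hepes, 0.01% Triton X-100, pH 7.0, preincubated 15 min at room temperature with compound. Reaction started with 40 uM arachidonic acid, 30 min at room temperature. Hydroperoxide measured by Fe-xylenol orange, 573/405 nm absorbance ratio.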
Vif-APOBEC3G blk – inhibitors of Vif-APOBEC3G interaction | Q9HC16 | HeLa A3G-eYFP + Vif (tagged APOBEC3G with the HIV-1 protein that degrades it), YFP fluorescence, overnight | Potency, µM (series often up to 46.1 µM), for the others: at the top dose activity, negative = active, actives largely listed as inhibitors | hit rate 0.076% among 410,000;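 also: % is scaled to controls: 0 for no effect and ±100 for the full control effect; nearly all actives have a fitted effect of over 60% in size; hits raise eYFP signal because A3G escapes Vif-driven loss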
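Read-out is eYFP fluorescence (Ex 488/Em 500-530) from Vif-expressing HeLa A3G-eYFP cells; more signal means A3G escaped Vif-mediated degradation. Cells plated overnight, compound pinned in, incubated overnight at 37 deg C.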
TrxR1 substrate – substrates of rat thioredoxin reductase 1. O89049. purified TrxR1 substrate turnover, NADPH consumption readout. Potency, µM (titrated, usually from 114 µM), for inactives: top-dose activity change, negative = substrate turnover. hit rate 0.01% among 390,000; also: % is scaled to controls: 0 for no effect and ±100 for the full control effect; nearly all actives have a fitted effect of over 50% in size
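Rat TrxR1, dispensed at 90 nM, was prereduced with 400 uM NADPH (final) for 5 min at ~22 deg C, then incubated with compound 15 min before 400 uM selenite. A first-read NADPH fluorescence drop versus no-compound background flagged substrates.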
USP1-UAF1 inh – blocks the human USP1/UAF1 deubiquitinase complex; O94782; Potency, µM (titrated, usually from 57.1 µM), for inactives: at the top dose activity change, negative = inhibition, most hits filed as inhibitors; recombinant USP1/UAF1, Ub-Rhodamine cleavage fluorescence; hit rate 0.23% among 390,000; AID 743255; also: % is scaled to controls: 0 for no effect and ±100 for the full control effect; nearly all actives have a fitted effect of over 60% in size; inactives centre near -12
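High-throughput fluorogenic screen: 1nM USP1/UAF1 complex, Ub-Rho substrate 150nM final, 50mM HEPES pH 7.8 with 0.5mM EDTA, 0.1 mg/ml BSA, 1mM TCEP and 0.01% Tween-20.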
mIDH1 inhibitor – inhibitors of human mutant IDH1 R132H | AID 602179 | Potency, µM (titrated, usually from 76.6 µM), for inactives: at the highest dose activity change, negative = inhibition, usual class: inhibitors | hit rate 0.093% among 390,000 | O75874 | IDH1-R132H enzyme, NADPH consumption, diaphorase/resazurin fluorescence; also: % is scaled to controls: 0 for no effect and ±100 for the full control effect; nearly all actives have a fitted effect of over 65% in size
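IDH1-R132H (0.5 ug/mL dispensed) in pH 7.5 Tris buffer was preincubated 30 min with compound, then given a substrate mix of 0.016 mM NADPH and 2 mM alpha-KG for 80 min at room temperature; remaining NADPH was read by diaphorase/resazurin fluorescence.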
Vif-A3F inh – blocks the Vif interaction with APOBEC3F; HeLa A3F-eYFP + Vif (tagged APOBEC3F with the HIV-1 protein that degrades it), YFP fluorescence increase; Potency, µM (doses to about 46.1 µM), for the others: top-dose activity, negative = active; hit rate 0.2% among 390,000; also: % of control where 0% means no effect; nearly all actives have a fitted effect of over 65% in size
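HeLa cells stably expressing A3F-eYFP plus Vif, plated and incubated overnight at 37 deg C, then exposed to compounds overnight at 37 deg C. Blocked degradation read as raised yellow fluorescence (Ex 488/Em 500-530).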
RGS4 inh – blocks human RGS4-accelerated GTP hydrolysis. Transcreener GDP fluorescence polarization, RGS4-accelerated GTP hydrolysis. P49798. hit rate 0.039% among 390,000. Potency, µM (top dose mostly 114 µM), for inactives: top-dose activity change, negative = inhibition, most hits filed as inhibitors. AID 504845; also: % is scaled to controls: 0 for no effect and ±100 for the full control effect; nearly all actives have a fitted effect of over 75% in size; some results filed as inactive show a strong effect at the top dose
Target sequence (P49798 whole entry, looked up): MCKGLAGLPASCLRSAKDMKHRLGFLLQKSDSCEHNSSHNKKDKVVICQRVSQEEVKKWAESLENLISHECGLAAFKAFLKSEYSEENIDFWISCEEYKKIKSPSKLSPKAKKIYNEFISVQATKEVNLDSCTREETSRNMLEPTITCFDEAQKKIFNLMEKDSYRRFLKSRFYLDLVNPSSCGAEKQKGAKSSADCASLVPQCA
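MLSMR compounds (23 nl, pin-transferred) preincubated 10 min at room temperature with a 500nM (2x) first reagent, then RGS4 at 900nM (2x) plus Transcreener GDP mix added; fluorescence polarization (620/688 nm) read before and after 90 min at 30 °C.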
RXFP1 ag – agonists of human relaxin receptor RXFP1. Potency, µM (titrated, usually from 57.5 µM), without a hit: top-dose activation, actives largely listed as activators. AID 2676. hit rate 0.3% among 370,000. HEK293T-RXFP1 cAMP TR-FRET, 30 min; response scale: percent of porcine relaxin response, buffer zero; also: % is scaled to controls: 0 for no effect and ±100 for the full control effect; nearly all actives have a fitted effect of over 60% in size; many of its hits are not listed in these tables
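cAMP rise read by TR-FRET after 30 min, 37C compound exposure (up to 58 uM) in RXFP1-transfected HEK293 cells with Ro 20174 present. EC50 from Hill-equation fits, with 29 nM porcine relaxin as 100% and buffer as basal.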
rTrxR1 inhibitor – blocks rat thioredoxin reductase 1; recombinant rTrxR1, NADPH fluorescence consumption, selenite substrate; hit rate 1% among 390,000; Potency, µM (top dose mostly 114 µM), for inactives: at the top dose activity change, negative = inhibition, hits mostly inhibitors; O89049; also: % is scaled to controls: 0 for no effect and ±100 for the full control effect; nearly all actives have a fitted effect of over 65% in size
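Rat TrxR1 (90 nM in the dispensed reagent) was pre-reduced with 400 uM NADPH for 5 min at room temperature, then incubated with compound for 15 min. After 400 uM selenite was added, NADPH fluorescence (Ex 340/Em 450 nm) was followed for 8 min.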
* marks the source's active call; other numbers are inactive results; ? = inconclusive; . = not tested or not shown; & = joins results of further samples; [ ] = remark or other dose. Calls follow the shape of the dose curve; as a rule, active = well fitted curve in the direction sought with a large enough effect; inconclusive = small, poorly fitted or top-dose-only effect, or another doubt; inactive = no such curve, though single readings can be large; an effect the other way counts as inactive or inconclusive. Potency is read from the fitted curve at half-maximal effect. A portion of the library; the hit share may differ from the screen's.

SMILES | 12-LOX inh | Vif-APOBEC3G blk | TrxR1 substrate | USP1-UAF1 inh | mIDH1 inhibitor | Vif-A3F inh | RGS4 inh | RXFP1 ag | rTrxR1 inhibitor
Cc1noc(C)c1COc1ccc(C(=O)OCC(=O)c2ccc3c(c2)OCCO3)cc1 | 0.0% | 4.4% | -5.5% | -18.9% | 7.9% | 2.4% | -8.8% | 15.0% | -3.3%
Cc1ccccc1-c1nc2cc(Cl)ccc2c(=O)o1 | ? | -2.4% | -3.6%[57.1 µM] | -23.1% | 3.6% | 1.7% | 22.9% | -1.4% | 10.0%[2.29 µM]
CN1C(C(=O)NCCc2cccs2)CC2Cn3c(nc4cc5ccccc5cc43)C21 (stereo not given) | -5.9% | 6.0% | -2.7%[57.1 µM] | -0.1% | -13.1% | 1.2% | 0.8% | 1.6% | -10.7%[57.1 µM]
CC(C)(C)c1ccc(-c2nc(C#N)c(NCc3ccncc3)o2)cc1 | ? | 0.3% | 11.4% | -13.0% | 0.7% | 0.1% | -1.2% | 0.2% | 21.6%
CCOC(=O)c1ccc(NC(=O)CN2C(=O)NC3(CCCCCCC3)C2=O)cc1 | 6.1% | -6.2% | 4.4% | ? | 5.2% | 4.2% | 7.3% | -3.2% | 15.4%
CCOC(=O)N1CCN(C(=O)C2CCC(CNS(=O)(=O)c3ccc(Cl)cc3)CC2)CC1 (stereo not given) | 388.3%[activator] | -2.8% | 17.6% | -18.3% | 1.4% | -9.4% | 1.5% | -0.3% | 29.1%
COc1ccc(-c2cc(C(=O)N3CCN(c4ccccc4OC)CC3)no2)cc1 | 4.5% | 2.0% | -13.6% | -9.4% | -2.8% | 1.8% | ? | -0.8% | -13.8%
CCC1CCCCN1CCCNC(=O)c1ccc(CS(=O)(=O)Cc2ccc(Cl)cc2)o1 (stereo not given) | -27.4% | -2.8% | -2.1% | -15.2% | 4.0% | 0.7% | 14.9% | 3.0% | 6.9%
COc1ccccc1NC(=O)c1ccc(-c2ccccc2F)o1 | -6.9% | -0.6% | 41.0%[activator] | -23.6% | 8.4% | -2.7% | -1.4% | 0.2% | 30.2%
Nc1ncc(-c2ccc([N+](=O)[O-])cc2)cn1 | -11.7% | 0.6% | -10.9% | -4.5% | 4.0% | -6.8% | 29.3% | -1.0% | -10.0%
CCCSc1ncc(Cl)c(C(=O)Nc2ccc(OC)cc2OC)n1 | -10.2% | . | -5.1% | -11.1% | . | . | -21.5% | 0.4% | -2.3%
COc1cc2c(cc1OC)[C@@H](NC(=O)CCc1ccccc1)[C@H](OCc1ccccc1)C2 | ? | -6.6% | -2.6% | -21.6% | 0.0% | -3.9% | -7.2% | . | 9.5%
Cc1cccc(C(=O)Nc2ccc(S(=O)(=O)Nc3nc(C)cc(C)n3)cc2)c1 | -4.1% | 7.4% | 9.3% | -24.0% | 0.5% | 5.5% | -7.9% | 1.0% | 25.6%
CN(C(=S)Nc1ccc(SC(F)F)cc1)c1ccc(O)cc1 | ? | 1.2% | 0.2% | -18.8% | 2.8% | 5.2% | ? | -0.4% | ?
CS(=O)(=O)N1CCC(N2CCN(Cc3ccccc3)C(=O)C2=O)CC1 | -15.9% | 2.4% | -5.6%[57.1 µM] | -21.3% | -9.3% | 1.7% | -27.1% | -1.0% | -2.4%[57.1 µM]
O=C(Cn1c(=O)[nH]c2sc3c(c2c1=O)CCCC3)NCC1CCCO1 (stereo not given) | 3.7% | -0.5% | 12.2% | -15.7% | 12.5% | 10.9% | 8.7% | 6.7% | 10.4%
Nc1ccc(C(=O)c2cccs2)cn1 | -1.2% | 2.4% | -2.3%[57.1 µM] | 3.8% | 5.1% | -1.8% | 7.2% | -1.4% | 19.4%[2.29 µM]
CCCC(=O)Nc1ccc(N2CCOCC2)cc1 | -34.0% | 4.7% | 0.3% | -4.5% | -6.4% | -2.3% | 18.4%[11.4 µM] | -0.8% | 8.2%
Cc1ccc(NC(=O)CC(C)S(=O)(=O)c2ccc3c(c2)NC(=O)CO3)c(C)c1 (stereo not given) | -21.9% | 1.0% | -0.2% | -6.4% | -11.4% | 1.3% | -26.1% | 1.2% | 11.8%
COc1cccc(C(=O)Oc2c(Sc3ccc(C)cc3)c(C)nn2C(C)(C)C)c1OC | -14.4% | -21.6% | -1.9% | -30.4% | 13.7% | 2.8% | -5.9% | 1.0% | 21.5%
CCN(CC(=O)NCc1ccc(Cl)cc1)C(=O)CCC(=O)c1ccc(F)cc1 | ? | -0.5% | -3.9% | -25.6% | 3.3% | 8.0% | -2.0% | -0.1% | 3.3%
CCN(CC(=O)Nc1ccc(OC)cc1)C(=O)CSCc1ccc(C)cc1 | -1.1% | 5.7% | -6.7% | -0.6% | -3.7% | 4.2% | 11.7% | 1.1% | 10.5%
C/C(N)=C(/C#N)C(=O)COC(=O)C1Cc2ccccc2CN1S(C)(=O)=O (stereo not given) | -10.3%&-10.4% | -2.0%&0.3% | -2.8%&-3.4% | -7.3%&-13.4% | 1.2%&11.9% | -2.3%&4.0% | 21.4% | 2.1% | 5.1%&6.4%
CCc1cc(=O)oc2c(C)c(OC(C)C(=O)NCCCn3ccnc3)ccc12 (stereo not given) | 8.6% | 1.2% | 18.6% | -26.7% | -4.6% | 2.6% | 22.3% | 0.6% | 5.5%
CC(=O)Nc1cccc(NC(=O)CSc2nc(=O)n(CCN3CCOCC3)c3c2CCC3)c1 | 4.9% | -0.3% | -1.9% | -3.2% | -4.1% | 9.0% | -36.4% | -0.7% | 0.4%
O=C(CCC(=O)c1ccc(Cl)s1)Nc1ncccc1O | ? | -1.2% | 2.7% | -25.4% | 10.7% | -14.7% | 3.5% | 1.8% | -1.3%
COc1ccc(C2Nc3cc(OC)ccc3-n3cccc32)cc1 (stereo not given) | ? | -5.7% | 47.3%[activator] | -18.5% | 3.1% | 18.4% | -49.2% | 12.0% | -23.6%
CC(OC(=O)c1ccc(F)c(S(=O)(=O)N2CCOCC2)c1)C(=O)NC1CCCC1 (stereo not given) | -6.8% | -0.6% | -3.4% | -5.7% | 2.1% | 2.3% | 1.2% | -0.3% | -4.5%
CCC(=O)c1ccc(N2CCN(C(=O)c3cccc(F)c3)CC2)c(F)c1 | 3.7% | 0.7% | -2.9%[57.1 µM] | -4.7% | 2.2% | 2.2% | ? | 2.4% | 7.1%[57.1 µM]
CCOC(=O)Nc1ccc2nc(Sc3ccc(Cl)cc3)sc2c1 | ? | ? | 9.7%[0.0914 µM] | -14.9% | 0.0% | -0.9% | -12.0% | 3.1% | 11.1%
O=C(NC(=S)Nc1ccc(N2CCOCC2)cc1)c1cccc(Cl)c1 | ? | 1.9% | -10.7% | 1.7% | 2.2% | 0.2% | -16.2% | 2.3% | 10µM*
COc1cc(C(=O)Nc2oc(-c3ccccc3)c(-c3ccccc3)c2C#N)cc(OC)c1OC | -14.0% | 0.2% | -7.2% | -7.1% | 1.4% | 4.6% | -16.4% | 0.8% | -10.2%
CCOC(=O)Cn1c(=O)oc2cc(S(=O)(=O)NC3CCCCC3)ccc21 | . | 0.5% | -2.0%[57.1 µM] | -7.9% | -8.3% | 0.4% | 1.4% | 1.8% | 2.2%[57.1 µM]
O=C(Nc1cccc2c1CCCC2)c1cc([N+](=O)[O-])cc([N+](=O)[O-])c1 | -0.2% | ? | -12.9% | -2.9% | 3.6% | -7.8% | -15.6% | -1.3% | -14.2%

Compound profiles (already shown). Order of values: 12-LOX inh, Vif-APOBEC3G blk, TrxR1 substrate, USP1-UAF1 inh, mIDH1 inhibitor, Vif-A3F inh, RGS4 inh, RXFP1 ag, rTrxR1 inhibitor
`COc1cc2c(cc1OC)[C@@H](NC(=O)CCc1ccccc1)[C@H](OCc1ccccc1)C2` across the screens: ?, -6.6%, -2.6%, -21.6%, 0.0%, -3.9%, -7.2%, ., 9.5%
`CCN(CC(=O)Nc1ccc(OC)cc1)C(=O)CSCc1ccc(C)cc1` across the screens: -1.1%, 5.7%, -6.7%, -0.6%, -3.7%, 4.2%, 11.7%, 1.1%, 10.5%
`CCOC(=O)c1ccc(NC(=O)CN2C(=O)NC3(CCCCCCC3)C2=O)cc1` across the screens: 6.1%, -6.2%, 4.4%, ?, 5.2%, 4.2%, 7.3%, -3.2%, 15.4%
`COc1ccc(-c2cc(C(=O)N3CCN(c4ccccc4OC)CC3)no2)cc1` across the screens: 4.5%, 2.0%, -13.6%, -9.4%, -2.8%, 1.8%, ?, -0.8%, -13.8%
`CCOC(=O)Cn1c(=O)oc2cc(S(=O)(=O)NC3CCCCC3)ccc21` across the screens: ., 0.5%, -2.0%[57.1 µM], -7.9%, -8.3%, 0.4%, 1.4%, 1.8%, 2.2%[57.1 µM]

Assay outcomes: PubChem, National Center for Advancing Translational Sciences (NCATS)
